M5 antag: antagonists of human muscarinic M5 receptor (CHRM5) | P08912 | CHO-hM5 cells, Fluo-8 calcium fluorescence, ACh EC80 | inhibition, % at 3 µM | 360,000 tested, 0.59% active | AID 624040;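 active = inhibition above a per-plate cutoff, the mean of that plate's test compounds plus 3 SD, cut at about 27% in these data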;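 note: 0% = acetylcholine EC80 with DMSO and 100% = DMSO without agonist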
Target sequence (P08912 whole entry, looked up): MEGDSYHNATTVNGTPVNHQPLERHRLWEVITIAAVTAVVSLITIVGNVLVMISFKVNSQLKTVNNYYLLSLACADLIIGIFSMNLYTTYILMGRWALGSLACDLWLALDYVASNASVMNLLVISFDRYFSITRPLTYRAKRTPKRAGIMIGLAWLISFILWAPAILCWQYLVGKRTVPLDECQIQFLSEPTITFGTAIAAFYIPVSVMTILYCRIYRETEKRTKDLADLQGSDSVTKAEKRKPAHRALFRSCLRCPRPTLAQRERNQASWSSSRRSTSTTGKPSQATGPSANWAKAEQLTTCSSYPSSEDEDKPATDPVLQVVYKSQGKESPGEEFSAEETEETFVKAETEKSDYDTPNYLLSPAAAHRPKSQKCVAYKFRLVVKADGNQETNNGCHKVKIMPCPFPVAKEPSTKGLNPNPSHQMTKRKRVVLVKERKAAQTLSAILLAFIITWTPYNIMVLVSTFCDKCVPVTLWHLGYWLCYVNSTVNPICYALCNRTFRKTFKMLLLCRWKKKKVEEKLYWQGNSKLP
CRFR2-BP ag: CRF-BP/CRF-R2 complex agonism | activation, % at 13.2 µM | HEK293 CRF-R2/CRF-BP, calcium dye fluorescence (FLIPR); percent of saturating CRF peptide response | 350,000 tested, 0.46% active;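 active = activation of at least 50%, plus an integration ratio under a set limit after plate pattern correction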;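 note: plate controls were neutral control wells without compound for no effect and CRF at EC100 for full effect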
CHRM5 agonist: CHRM5 agonism in calcium assay; P08912; CHO-K1 hM5 cells, Fluo-8 calcium fluorescence; 0% DMSO wells, 100% maximal acetylcholine response; activation, % at 3 µM; 360,000 tested, 0.19% active;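 active = activation above the run's mean over test compounds plus 3 SD, cut at about 23% in these data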;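 note: signal is peak over basal fluorescence ratio across the kinetic read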
CHO-K1 Ca PAM: M1 PAM counterscreen hit in parental CHO-K1 cells. activation, % at 3 µM. 360,000 tested, 0.02% active. ATP EC20, Fluo-8 calcium fluorescence; 0% at ATP EC20, 100% at ATP max;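 active = activation above the run cutoff, the mean activation of all test compounds plus 3 SD, cut at about 40% in these data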;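 note: peak over basal fluorescence ratio in a 140 s read after ATP addition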
TAAR1 agonist: human TAAR1 agonism; CHO RD-HGA16 TAAR1, Fluo-8 calcium fluorescence; vehicle wells 0%, saturating PEA agonist 100%; AID 624467; 360,000 tested, 0.99% active; activation, % at 3 µM; Q96RJ0;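 active = activation above the mean activation of all test compounds in the run plus 3 SD, cut at about 38% in these data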
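test system = CHO RD-HGA16 cells carrying human TAAR1 plus Gα16 | schedule = 17-24 h seeding, 75 min 37 °C dye, 30 min RT | compound dosing = 3 µM single concentration | control set = DMSO and PEA EC100 | replicates = n 1 | signal = Fluo-8 fluorescence, 5 s baseline then 140 s kinetic read | measure = percent activation vs PEA EC100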
CHRM4 PAM: potentiates acetylcholine response at human M4 receptor. P08173. CHO-K1 hM4/Gqi5, Fluo-8 calcium fluorescence, ACh EC20; 0% = ACh EC20, 100% = maximal ACh. activation, % at 3 µM. 360,000 tested, 0.4% active. AID 624126;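 active = activation above its plate's cutoff, the mean activation of sample wells plus 3 SD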; note: some results filed as inactive read as strong as hits
Target sequence (P08173 whole entry, looked up): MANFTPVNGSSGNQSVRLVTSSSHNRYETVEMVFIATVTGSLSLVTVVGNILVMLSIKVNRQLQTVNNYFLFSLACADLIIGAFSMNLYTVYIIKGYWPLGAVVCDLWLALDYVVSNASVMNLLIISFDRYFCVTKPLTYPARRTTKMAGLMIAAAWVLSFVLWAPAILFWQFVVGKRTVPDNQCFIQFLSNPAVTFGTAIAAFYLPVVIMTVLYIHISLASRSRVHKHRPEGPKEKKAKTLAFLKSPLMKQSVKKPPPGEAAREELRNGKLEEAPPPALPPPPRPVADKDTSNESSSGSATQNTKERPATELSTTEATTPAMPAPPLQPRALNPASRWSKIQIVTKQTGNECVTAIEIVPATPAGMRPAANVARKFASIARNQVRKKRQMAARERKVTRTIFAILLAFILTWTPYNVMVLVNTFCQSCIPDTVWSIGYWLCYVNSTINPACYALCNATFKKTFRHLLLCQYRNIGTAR
CHRM5 PAM: positive allosteric modulators of human muscarinic M5 receptor; CHO-K1 hM5, Fluo-8 calcium, ACh EC20 PAM; 0% = ACh EC20, 100% = ACh EC100; AID 624038; activation, % at 3 µM; P08912; 360,000 tested, 0.3% active;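 active = activation above the run cutoff, the mean activation of all test compounds plus 3 SD, cut at about 18% in these data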
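System: CHO-K1 hM5 cells. Reagent: acetylcholine, EC20 level. Compound dosing: single dose, 3 µM nominal final test concentration. Timing: Post-acetylcholine fluorescence recording 140 s. Detection: Fluo-8 calcium fluorescence. Read-out: % activation, ACh-normalized. Benchmarks: ACh EC20 and EC100 wells. Repeats: singlicate, one well per test compound.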
TAAR1 antag: antagonists of human TAAR1. Q96RJ0. CHO RD-HGA16 TAAR1, Fluo-8 calcium fluorescence, antagonist. inhibition, % at 3 µM. 360,000 tested, 1.5% active;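 active = inhibition above a per-plate cutoff, the mean inhibition of test compounds on that plate plus 3 SD, cut at about 49% in these data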;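 note: 0% = DMSO plus EC80 beta-PEA response and 100% = DMSO alone without agonist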
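Test system – hTAAR1-expressing CHO RD-HGA16 cells, Gα16-coupled · Also added – β-PEA at EC80 concentration, post-compound challenge · Compound – 3 µM, single point · Incubation – dye loading 75 min at 37 °C, then 30 min room temperature · Measured by – Fluo-8 intracellular calcium dye fluorescence, real-time kinetic reads · Benchmarks – vehicle and agonist controls · Replicates – singlicate, one well per test compound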
CRFR2-BP antag: CRF-BP/CRF-R2 complex antagonism; 350,000 tested, 0.59% active; inhibition, % at 11.8 µM; HEK293 CRF-R2/CRF-BP, CRF-induced calcium fluorescence;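 active = inhibition of the ligand-induced calcium signal above about 50% at the single tested concentration, limit read from the data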
An asterisk follows results filed as active; x = not tested or not shown. This is a random part of the collection (roughly 4.2% active in at least one column).

cpd | mol | M5 antag | CRFR2-BP ag | CHRM5 agonist | CHO-K1 Ca PAM | TAAR1 agonist
1 | Cc1ccccc1NS(=O)(=O)c1ccc(C(=O)NCC2CCCO2)cc1 (stereo not drawn) | -5 | -0.1 | 6 | -8 | 5
2 | Cc1cccnc1NC(=O)CCCN1C(=O)c2ccccc2C1=O | -5 | -0.1 | 1 | 2 | 7
3 | CC1Cc2cc(S(=O)(=O)N3CCC(C(N)=O)CC3)ccc2N1C(=O)C1CC1 (stereo not drawn) | 2 | -0.4 | 1 | 3 | 2
4 | Oc1ccc(NC(=S)N=Nc2c(O)[nH]c3ccccc23)cc1 | -2 | -0.3 | -7 | 15 | 6
5 | CCC(NS(=O)(=O)c1ccc(C)cc1)C(=O)N1CCOCCOCCOCC1 (stereo not drawn) | -6 | -0.7 | -2 | -2 | 5
6 | Cc1cccc(N2C(=O)CC(Sc3nc(C)cc(C)n3)C2=O)c1 (stereo not drawn) | 3 | -1.7 | -4 | -5 | 0
7 | CCCc1cc(=O)[nH]c(SCC(=O)Nc2ccc(C(=O)Nc3ccccc3OC)cc2)n1 | -2 | -4.5 | -3 | 10 | -1
8 | COc1cc(C2NC(=O)NC(O)(C(F)(F)F)C2C(=O)c2ccc(Cl)cc2)ccc1O (stereo not drawn) | 0 | -0.5 | 0 | 15 | 4
9 | CCNC(=S)Nc1ccc(NC(=O)c2ccccc2O)cc1 | -1 | -0.8 | 6 | 25 | 4
10 | Cc1ccc(SC2=C(C(=O)O)CCCC2)cc1 | 3 | -1.0 | -1 | 17 | 5
11 | COc1ccc(C(=O)C(C)[n+]2ccc(C)c3ccccc32)cc1[N+](=O)[O-] (stereo not drawn) | 4 | 31 | -9 | -9 | 7
12 | CN(c1ccc(C(=O)NCc2ccccn2)cc1)S(C)(=O)=O | 4 | -0.6 | 0 | 6 | -1
13 | COc1ccc(NS(=O)(=O)c2ccc(N3CCOCC3)c(NC(=O)c3ccccc3Br)c2)cc1 | 1 | -1.6 | 1 | 21 | 1
14 | COc1ccc(CN(C)CC(=O)Nc2ccc(Cl)cc2F)c(OC)c1 | x | -0.2 | x | x | -2
15 | Nc1nnnn1NCc1cccc(OCc2ccccc2)c1 | 11 | 0.1 | 3 | 1 | 3

cpd | CHRM4 PAM | CHRM5 PAM | TAAR1 antag | CRFR2-BP antag
1 | -1 | -1 | -17 | -3
2 | -5 | 2 | 6 | 1
3 | -5 | -1 | -8 | 14
4 | -1 | -9 | 24 | 7
5 | 2 | -4 | -17 | -1
6 | -1 | -6 | -17 | -9
7 | 11 | 4 | 8 | 6
8 | 1 | 4 | 9 | -21
9 | 5 | 11 | 13 | -15
10 | 1 | 6 | 2 | -1
11 | -14 | -13 | -4 | -26
12 | 4 | 3 | -4 | -6
13 | 6 | 6 | -8 | 4
14 | x | x | -19 | 8
15 | -5 | -12 | 7 | -3

New compounds follow.
cpd | mol | M5 antag | CRFR2-BP ag | CHRM5 agonist | CHO-K1 Ca PAM | TAAR1 agonist
16 | CC(C)(C)OC(=O)C(C1NC(C(=O)O)C(C)(C)S1)N1C(=O)c2ccccc2C1=O (stereo not drawn) | 9 | -4.9 | 3 | 11 | 13
17 | CCOC(=O)C1CCN(c2ncnc3c2oc2ccccc23)CC1 | 9 | -1.9 | 6 | 5 | 9
18 | COc1ccc(C(=O)CC(=O)C(=O)Nc2cc(OC)ccc2OC)cc1 | 6 | -0.1 | -1 | 19 | 11
19 | O=C(C1CCCN(S(=O)(=O)c2cccc3nsnc23)C1)N1CCCCCC1 (stereo not drawn) | -3 | -1.8 | -1 | 6 | 0
20 | O=C(NCc1ccco1)c1cccc(-c2nnc(-c3ccccc3)o2)c1 | 21 | 0.1 | 0 | 10 | 11
21 | O=C(Cc1ccc(Cl)cc1)Nc1ccc(CN2CCCCC2)cc1 | 1 | 1.0 | -10 | 7 | 7
22 | CCOc1ccc(-n2c(=O)c3c4c(sc3n(CC(=O)NCc3ccco3)c2=O)CCC4)cc1 | 3 | -0.1 | 0 | 18 | 4
23 | CC1Cc2ccccc2N1CC(=O)NCc1ccc2c(c1)OCO2 (stereo not drawn) | -1 | -3.2 | -1 | 9 | 1
24 | CCCCC(CC)c1nnc(NC(=O)c2cccs2)s1 (stereo not drawn) | -7 | -0.1 | 5 | 16 | 7
25 | COc1ccc(C2Nc3ccccc3C(=O)N2c2ccccc2)cc1CN1CCOCC1 (stereo not drawn) | 0 | -0.8 | -2 | -4 | -1
26 | O=C(NC1CCCC1)C(c1ccccn1)N(C(=O)c1csnn1)c1ccccc1F (stereo not drawn) | 0 | 1.0 | 1 | 1 | 1
27 | O=C1CCCCC1C(=O)c1cn(-c2ccc(Cl)c(Cl)c2)nn1 (stereo not drawn) | -10 | 2.5 | 3 | 14 | 4
28 | Cc1ccccc1S(=O)(=O)Nc1ncc(C(F)(F)F)cc1Cl | 0 | 1.4 | 0 | 19 | 7
29 | CCCc1nc2oc3ccccc3c(=O)c2c(=O)n1-c1ccccc1 | -3 | -0.1 | 0 | 7 | 1
30 | COc1ccccc1CN1CCNC(=O)C1CC(=O)N(C)Cc1nc(C)cs1 (stereo not drawn) | 5 | 1.3 | -4 | 1 | 3

cpd | CHRM4 PAM | CHRM5 PAM | TAAR1 antag | CRFR2-BP antag
16 | 4 | 5 | -9 | 12
17 | -7 | -12 | 4 | 22
18 | 2 | 4 | -14 | -6
19 | 2 | 9 | 18 | 1
20 | -9 | -22 | 62* | -3
21 | -18 | 2 | -11 | -9
22 | 1 | -3 | 8 | 1
23 | 0 | 1 | -26 | 28
24 | 11 | -1 | 19 | -48
25 | -3 | -6 | 6 | 5
26 | 4 | -3 | -12 | -2
27 | -2 | 4 | -20 | -18
28 | 11 | -9 | -4 | 2
29 | 0 | 3 | -28 | 3
30 | 0 | 0 | -23 | 16

Complete entries from above. Screens in order: M5 antag | CRFR2-BP ag | CHRM5 agonist | CHO-K1 Ca PAM | TAAR1 agonist | CHRM4 PAM | CHRM5 PAM | TAAR1 antag | CRFR2-BP antag
O=C(NC1CCCC1)C(c1ccccn1)N(C(=O)c1csnn1)c1ccccc1F (stereo not drawn) in the list: 0 | 1.0 | 1 | 1 | 1 | 4 | -3 | -12 | -2
COc1ccc(C(=O)C(C)[n+]2ccc(C)c3ccccc32)cc1[N+](=O)[O-] (stereo not drawn) in the list: 4 | 31 | -9 | -9 | 7 | -14 | -13 | -4 | -26

(continued)
cpd | mol | M5 antag | CRFR2-BP ag | CHRM5 agonist | CHO-K1 Ca PAM | TAAR1 agonist
31 | C[C@H](CO)N1C[C@H](C)[C@@H](CN(C)Cc2ccc(Cl)c(Cl)c2)Oc2ccc(NC(=O)Cn3cnnn3)cc2C1=O | 20 | 0.6 | -7 | 10 | 8
32 | CC1(C(=O)NS(=O)(=O)c2ccccc2)CCN1C(=O)c1ccc(C2CCCCC2)cc1 (stereo not drawn) | -2 | x | 0 | 15 | 1
33 | C=CCNc1nc(C2(C)CC3(CC(C)OC3=O)C(=O)O2)cs1 (stereo not drawn) | -1 | 1.0 | 4 | -7 | 5
34 | COCCNC(=O)c1ccc(N2CC3CC(C2)c2cccc(=O)n2C3)c(NC(=O)c2ccccc2Cl)c1 (stereo not drawn) | 2 | 0.3 | -2 | 23 | 1
35 | CCOc1ccccc1-c1nnc(SCC(=O)Nc2ccccc2)o1 | 10 | -0.2 | -2 | 0 | 4
36 | CCOc1ccccc1NC(=O)Nc1cccc(S(N)(=O)=O)c1 | 16 | -0.6 | -4 | 10 | 1
37 | CCC(O)CNc1nc(SC)nc2sc3c(c12)CCN(C)C3 (stereo not drawn) | 0 | 2.1 | -13 | 20 | 2
38 | COc1ccc(/C=N/NC(=O)c2cc(-c3ccccc3OC)nc3ccccc23)cc1COC(C)=O | -2 | 2.5 | -10 | 6 | 6
39 | COc1ccc(OC)c(C2=Nn3c(nnc3-c3cc(C)[nH]n3)SC2)c1 | 7 | -0.5 | 1 | 10 | 1
40 | COC(=O)c1c(F)c(F)c(N2CCOCC2)c(F)c1F | -11 | -0.1 | 5 | 0 | 9
41 | COc1ccc(C(=O)N(Cc2cccs2)C2CCS(=O)(=O)C2)cc1 (stereo not drawn) | 17 | -1.1 | -2 | -10 | 1
42 | COc1ccc(Cl)cc1S(=O)(=O)n1ccnc1C(C)C | 2 | -0.1 | 2 | -7 | x
43 | O=C(c1ccc(F)cc1)N1CCN(C2CCC(c3ccccc3)CC2)CC1 (stereo not drawn) | 2 | 0.6 | -9 | 10 | 3
44 | CCOc1cc(/C=N\NC(=O)Cc2ccccc2)ccc1OCC(=O)Nc1ccc(C)c(C)c1 | -6 | 0.2 | -1 | 16 | 4
45 | CNC(=S)N(CCc1c(C)[nH]c2ccc(OC)cc12)Cc1ccco1 | 3 | -3.3 | -3 | 8 | 8
46 | CN(C)C(CNC(=O)c1ccc(NC(=O)CC#N)cc1)c1ccccc1 (stereo not drawn) | 15 | 1.5 | -20 | -5 | 4
47 | C=C(C)C(=O)Nc1cccc(C(C)=O)c1 | -1 | 2.6 | -1 | 6 | 5
48 | COc1ccc(Nc2nc(Cl)nc(NCCO)n2)cc1 | -1 | -0.6 | 0 | 1 | 2

cpd | CHRM4 PAM | CHRM5 PAM | TAAR1 antag | CRFR2-BP antag
31 | 7 | -9 | -1 | 4
32 | 1 | 5 | 6 | x
33 | 8 | 4 | -9 | -7
34 | 1 | 0 | -15 | 9
35 | 8 | 1 | -6 | -11
36 | -2 | -11 | 11 | -5
37 | -2 | 3 | -3 | -4
38 | 4 | -17 | 28 | 6
39 | 7 | 2 | -19 | 3
40 | 8 | 7 | -9 | -15
41 | -6 | 4 | -7 | 11
42 | 0 | 1 | x | -7
43 | -10 | -2 | 1 | -9
44 | 9 | 3 | 8 | -2
45 | 0 | 3 | 24 | -8
46 | -13 | -2 | -20 | 7
47 | 9 | 3 | -2 | -6
48 | 3 | 2 | -9 | -2

Taken from above.
C=C(C)C(=O)Nc1cccc(C(C)=O)c1 in CHRM5 agonist shows -1
COc1ccc(C(=O)N(Cc2cccs2)C2CCS(=O)(=O)C2)cc1 (stereo not drawn) in CHRM4 PAM shows -6
CCCc1nc2oc3ccccc3c(=O)c2c(=O)n1-c1ccccc1 in CHRM5 PAM shows 3
C=CCNc1nc(C2(C)CC3(CC(C)OC3=O)C(=O)O2)cs1 (stereo not drawn) in CHO-K1 Ca PAM shows -7
CCOc1ccccc1NC(=O)Nc1cccc(S(N)(=O)=O)c1 in M5 antag shows 16
